Bioassay records from PubChem.
Eya2 phos inh – Eya2 (human) phosphatase inhibition. recombinant Eya2, OMFP fluorescence dephosphorylation (OMFP is methylfluorescein phosphate). Potency, µM (highest dose often 76.9 µM), for the others: at the top dose activity, negative = inhibition, usual class: inhibitors. hit rate 0.006% among 330,000; note: potency is the fitted concentration of half-maximal effect; % is set by controls: 0 for no effect and ±100 for the full control effect
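Eya2 (0.2 uM) preincubated 10 min at ambient with compound, then OMFP substrate added at 50 uM; 10 min reaction in 50 mM HEPES pH 7.5, 50 mM NaCl, 5 uM MgCl2, 0.05% BSA, 1 mM DTT. Fluorescence read at Ex 485/Em 525 nm.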
TSG101-PTAP inh – blocks PTAP/TSG101 interaction to inhibit HIV-1 budding. Q99816. Fluorescence polarization, FITC-PTAP peptide / Tsg101 binding. Potency, µM (highest dose often 115 µM), for inactives: at the top dose activity change, negative = inhibition, actives largely listed as inhibitors. 340,000 tested, under 10 active. AID 493005; active = well fitted inhibition curve with a large enough effect in the main read-out, with a control signal flat, not every such curve was filed as active; inconclusive = small, poorly fitted or top-dose-only effect, or effect the other way, or a change in a side signal; inactive = no such curve, though single readings can be large or run the other way; note: potency is the fitted concentration of half-maximal effect; % of control where 0% means no effect
Target sequence (Q99816 whole entry, looked up): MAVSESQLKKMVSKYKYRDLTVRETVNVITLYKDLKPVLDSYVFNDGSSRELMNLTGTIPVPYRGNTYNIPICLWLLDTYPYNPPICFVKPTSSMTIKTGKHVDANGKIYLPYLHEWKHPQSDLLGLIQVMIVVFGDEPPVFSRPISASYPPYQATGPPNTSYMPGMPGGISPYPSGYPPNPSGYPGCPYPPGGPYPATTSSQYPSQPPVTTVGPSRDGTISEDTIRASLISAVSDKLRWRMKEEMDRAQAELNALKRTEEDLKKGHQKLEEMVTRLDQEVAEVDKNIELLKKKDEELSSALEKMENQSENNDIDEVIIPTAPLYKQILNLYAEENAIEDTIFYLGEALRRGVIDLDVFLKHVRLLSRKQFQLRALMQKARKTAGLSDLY
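Compounds were pin-transferred onto Tsg101 binding domain (10 uM final) in HEPES pH 7.5 buffer, then FITC-PTAP peptide was added at 50 nM final. After 20 min at RT, polarization reported peptide displacement across a qHTS concentration series.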
BRCA1 expr up – increases BRCA1 expression; MCF7-BRCA1-FFLuc reporter, luminescence, 48 h; response scale: scaled: vehicle 0%, 10 µM genistein 100%; Potency, µM (titrated, usually from 46.1 µM), for inactives: at the top dose activation, actives largely listed as activators; hit rate 1.1% among 380,000; AID 624202; note: potency is the fitted concentration of half-maximal effect; nearly all actives have a fitted effect of over 80% in size; some results filed as inactive show a strong effect at the top dose
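MCF7-BRCA1-FFLuc cells, 2000/well in phenol-red-free MEM, attached 2 h then treated 48 h at 37 C. Luciferase luminescence read 15 min after reagent; normalized to genistein maximum activation (10microM) and DMSO, concentration-response fitted.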
USP2a block – USP2a (human) protease inhibition | AID 463254 | USP2 core, Ub-CHOP2 coupled fluorogenic reporter, 485/531 | O75604 | Potency, µM (series often up to 38.3 µM), inactives show at the highest dose activity change, negative = inhibition, usual class: inhibitors | hit rate 0.01% among 330,000;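 note: potency is the fitted concentration of half-maximal effect; plate controls were DMSO wells for no effect and full inhibition by NEM control for full effect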
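Deubiquitinase activity read as fluorescence (485/531 nm) after Ub-CHOP2 cleavage activates the enterokinase reporter on its substrate; USP2 core 10nM, Ub-CHOP2 and substrate 25nM each, 30min compound preincubation then 60min RT; data normalized to NEM, curves fitted.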
B2AR arrestin – recruits beta-arrestin to the human beta2-adrenergic receptor. beta-arrestin recruitment to beta2AR, cell-based reporter. Potency, µM (highest dose often 46.1 µM), inactives show at the highest dose activation, actives largely listed as activators. P07550. hit rate 0.02% among 330,000;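 note: potency is the fitted concentration of half-maximal effect; 0% = DMSO controls and full agonism = EC100 isoproterenol or metaproterenol; nearly all actives have a fitted effect of over 65% in size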
ASM inhibitor – inhibitors of human secretory acid sphingomyelinase | P17405 | placental ASM, HMU-PC fluorogenic substrate, 60 min | Potency, µM (highest dose often 57.5 µM), without a hit: top-dose activity change, negative = inhibition, usual class: inhibitors | hit rate 0.006% among 340,000 | AID 504937; note: potency is the fitted concentration of half-maximal effect
Target sequence (P17405 47-631 limits assumed): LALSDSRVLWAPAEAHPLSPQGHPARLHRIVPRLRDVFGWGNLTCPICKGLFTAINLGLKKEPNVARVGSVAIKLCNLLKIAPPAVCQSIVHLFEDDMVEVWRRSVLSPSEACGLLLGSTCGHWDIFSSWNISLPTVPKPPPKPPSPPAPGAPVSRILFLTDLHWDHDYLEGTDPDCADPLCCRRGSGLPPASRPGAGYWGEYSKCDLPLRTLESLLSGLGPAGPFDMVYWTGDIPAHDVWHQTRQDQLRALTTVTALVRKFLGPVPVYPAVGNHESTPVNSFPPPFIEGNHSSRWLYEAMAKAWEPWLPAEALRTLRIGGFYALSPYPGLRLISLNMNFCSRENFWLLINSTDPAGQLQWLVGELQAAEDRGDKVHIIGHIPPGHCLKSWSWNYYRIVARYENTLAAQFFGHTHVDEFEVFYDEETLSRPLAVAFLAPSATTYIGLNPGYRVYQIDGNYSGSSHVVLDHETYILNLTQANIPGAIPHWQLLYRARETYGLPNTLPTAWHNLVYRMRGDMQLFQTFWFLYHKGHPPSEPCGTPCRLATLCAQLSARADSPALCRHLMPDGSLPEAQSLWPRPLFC
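Steps: dispense placental human ASM, pin compound, wait 10 min at room temperature, add HMU-PC0 substrate at 9 uM final, incubate 60 min at 37 °C, add stop solution raising pH to 10, read fluorescence.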
a7 integrin act – activators of alpha7 integrin expression for muscular dystrophy | Potency, µM (doses to about 38.3 µM), without a hit: top-dose activation, hits mostly activators | hit rate 0.064% among 350,000 | alpha7betagal myoblasts, beta-gal FDG fluorescence, 48 h;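 note: potency is the fitted concentration of half-maximal effect; 100% = response of the positive control SU9516; nearly all actives have a fitted effect of over 60% in size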
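alpha7betagal+/- myoblasts (passage 13, 250/well) treated 48 h at 37C with compounds at 1:260 dilution of DMSO stock. Lysed, then beta-galactosidase activity read as FDG fluorescence (ex 480/em 540) after 30 min, with pre-read for autofluorescence.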
p53 reactivator – mutant p53 re-activation in reporter cells; Potency, µM (doses to about 92.2 µM), for inactives: at the highest dose activity change, positive = activation, hits mostly activators; AID 504706; hit rate 0.063% among 320,000; H1299 p53-A138V BP100-luciferase reporter, luminescence, 24 h; note: potency is the fitted concentration of half-maximal effect; % of control where 0% means no effect; nearly all actives have a fitted effect of over 45% in size
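p53-null H1299 cells stably carrying temperature-sensitive p53-A138V and a BP100-luciferase reporter were pinned with compounds (4-point, 1:5 series) and held 24 hrs at 37 deg C. Luminescence was read 10 min after detection reagent.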
ELG1 genotox – induces genotoxicity in HEK293T cells with luciferase-tagged ELG1; HEK293T ELG1-luciferase reporter, luminescence, 16 h; Potency, µM (top dose mostly 46 µM), without a hit: at the highest dose activity change, positive = activation, most hits filed as activators; hit rate 1.3% among 330,000; AID 504466; note: potency is the fitted concentration of half-maximal effect; % of control where 0% means no effect; nearly all actives have a fitted effect of over 60% in size
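Step 1: seed 2,000 HEK293T ELG1-luciferase cells per well. Step 2: add compound or DMSO, incubate 16 hr at 37 °C. Step 3: ONE-Glo, 30 min at room temperature, read luminescence.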
TRPV1 agonist – human TRPV1 agonism; Q8NER1; TRPV1-expressing cells, Fluo-8 calcium influx, agonist mode; activation, % at 8.33 µM; hit rate 0.19% among 320,000; in the data active = activation above about 80%; inconclusive = between about 30% and that limit; note: 0% is about no effect
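Cells expressing TRPV1 were dye-loaded with Fluo-8 and read kinetically: 10 s baseline, 3 min after compound (agonist portion), then 2 min after EC20 capsaicin (allosteric enhancer portion). Calcium-bound dye fluorescence at 480/520 nm.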
uPA surface inh – cell surface uPA generation inhibition | cell surface uPA generation assay, qHTS | Potency, µM (doses to about 38.3 µM), for inactives: top-dose activity change, negative = inhibition, actives largely listed as inhibitors | hit rate 0.31% among 330,000 | AID 540303; active = well fitted inhibition curve with a large enough effect; inconclusive = small, poorly fitted or top-dose-only effect; inactive = no such curve, though single readings can be large or run the other way; tested in mouse RAW 264.7 cells; note: potency is the fitted concentration of half-maximal effect; % is set by controls: 0 for no effect and ±100 for the full control effect; nearly all actives have a fitted effect of over 55% in size
Starred values were filed as active, the others as inactive; ? = inconclusive; . = not tested or not shown; & = joins results of further samples; [ ] = remark or other dose. Unless noted, calls come from the whole dose curve; as a rule, active = well fitted curve in the direction sought with a large enough effect; inconclusive = small, poorly fitted or top-dose-only effect, or another doubt; inactive = no such curve, though single readings can be large; an effect the other way counts as inactive or inconclusive.

SMILES	Eya2 phos inh	TSG101-PTAP inh	BRCA1 expr up	USP2a block	B2AR arrestin	ASM inhibitor	a7 integrin act	p53 reactivator	ELG1 genotox	TRPV1 agonist	uPA surface inh
COc1cccc(-c2nc(N3CCN(Cc4ccccc4)CC3)c3ccccc3n2)c1O	-3%&-21%	-2%	-13%	1%&10%	0.0%&-0.6%	-23%	-14%	7%&4%	-4%&-3%	-1&4	2%
CCCc1cc(=O)[nH]c(SCC(=O)N(C)CC(=O)Nc2ccccc2CC)n1	-13%[15.4 µM]	0%	-3%	1%	-0.7%	3%	-8%	0%	2%	-2	2%
C=C1SC(Nc2c(C)cc(C)cc2C)=NC12CCCCC2	2%	-1%	-29%	0%	-0.3%	3%	-56%[inhibitor]	29%	-8%	4	1%
O=C(CSc1nnc2n1CCCN2)c1ccc(Cl)cc1	-1%	-1%	-3%	2%	-0.2%	5%	1%	23%	6%	1	2%
O=C(Cc1ccc(NC(=O)C2CCN(C(=O)c3ccccc3)CC2)cc1)Nc1ccc(C(=O)N2CCOCC2)cc1	.	0%	-3%	.	.	0%	-6%	.	.	.	21%
COc1ccc(NC(=O)c2ccc(-n3cncn3)c([N+](=O)[O-])c2)cc1OC	-2%	-1%	4%	1%	-2.0%	1%	29%	10%	-6%	5	1%
Cc1cc(C)c(C)c(S(=O)(=O)N2CCC(C(=O)N3CC(C)CC(C)C3)CC2)c1C (stereo not drawn)	-33%	-5%	-50%	-1%	-0.1%	4%	0%	15%	22%	23	2%
Cc1ccc(SCc2cc(=O)[nH]c(N3CCOCC3)n2)cc1	8%	-9%	2%	-1%	-0.2%	-2%	17%	3%	-1%	-2	-1%
O=C(Nc1ccc(N2CCOCC2)cc1)C1CC1	6%	-7%	3%	-1%	-0.6%	1%	15%	?	12%	-4	-3%
CCCNC(=O)C1(CC2CC(c3ccccc3)=NO2)CCN(C(=O)c2cc(OCC)c(OCC)c(OCC)c2)CC1 (stereo not drawn)	.	0%	-6%	.	.	-1%	0%	.	.	.	6%
Cc1ccc(-c2nc(NC(=O)c3nn(C)cc3[N+](=O)[O-])sc2C)cc1C	-2%	-3%	-108%[inhibitor]	0%	-0.9%	0%	-48%[inhibitor]	-15%	-5%	-1	-6%
COc1ccc(C)cc1NC(=O)CSc1nc(SC)ns1	2%	0%	-42%	0%	-0.3%	-4%	7%	0%	-1%	8	-2%
CCCCCCn1c(C)nc2c(c1=O)c1nc3ccccc3nc1n2/N=C/c1ccco1	-4%	2%	-22%	0%	0.3%	5%	-17%	0%	-14%	1	2%
COc1cc(NC(=O)[C@@H]2CCCN(S(=O)(=O)c3cccc4cccnc34)C2)cc(OC)c1OC	4%	.	8%	0%	-0.2%	3%	-29%	-10%	-10%	5	1%
CNC(=O)NC(=O)CSc1nc2sccc2c(=O)n1-c1ccccc1	-15%	-5%	-13%	0%	0.2%	2%	-31%	-1%	2%	-3	-2%
CC1CCN(C(=O)COc2cccc3c2CCN(C)C3=O)CC1	-8%	2%	-3%	0%	-0.1%	0%	13%	1%	6%	3	-3%
O=C(NNC(=S)NCc1ccco1)C(c1ccccc1)c1ccccc1	-10%	0%	-16%	-2%	-0.3%	-4%	-30%	-2%	-3%	19	2%
COc1ccc2nc(SCC(=O)Nc3c(C)cc(C)cc3C)[nH]c2c1	6%	-1%	4%	4%	-0.5%	-1%	17%	0%	1%	11	-2%
CC(=O)Nc1sc(C)c(C)c1C(=O)OCC(=O)N(Cc1ccccc1)C(C)C	8%	0%	3%	0%	0.5%	-5%	?	9%	-1%	7	?
O=C(N/N=C/c1cccc(OCc2ccccc2)c1)c1ccc(Br)cc1	0%	1%	-31%	0%	-0.4%	-9%	-16%	-7%	1%	?	2%

Copied from above, 3 compounds:
SMILES	Eya2 phos inh	TSG101-PTAP inh	BRCA1 expr up	USP2a block	B2AR arrestin	ASM inhibitor	a7 integrin act	p53 reactivator	ELG1 genotox	TRPV1 agonist	uPA surface inh
COc1ccc2nc(SCC(=O)Nc3c(C)cc(C)cc3C)[nH]c2c1	6%	-1%	4%	4%	-0.5%	-1%	17%	0%	1%	11	-2%
CC(=O)Nc1sc(C)c(C)c1C(=O)OCC(=O)N(Cc1ccccc1)C(C)C	8%	0%	3%	0%	0.5%	-5%	?	9%	-1%	7	?
O=C(N/N=C/c1cccc(OCc2ccccc2)c1)c1ccc(Br)cc1	0%	1%	-31%	0%	-0.4%	-9%	-16%	-7%	1%	?	2%

The listing continues.
SMILES	Eya2 phos inh	TSG101-PTAP inh	BRCA1 expr up	USP2a block	B2AR arrestin	ASM inhibitor	a7 integrin act	p53 reactivator	ELG1 genotox	TRPV1 agonist	uPA surface inh
Cc1onc(-c2c(Cl)cccc2Cl)c1C(=O)N/N=C(\N)COc1ccc(Cl)cc1	-4%	-10%	-100%[inhibitor]	-1%	0.1%	-3%	-27%	15%	-6%	-2	-12%
CC(=O)Nc1cccc(NC(=O)c2ccccc2OCc2ccccc2)c1	-6%	-1%	-22%	2%	-0.2%	0%	11%	3%	-21%	?	-8%
COc1cccc(S(=O)(=O)Nc2ccc(C(=O)N3CCOCC3)cc2)c1	-15%	-5%	0%	2%	-1.0%	4%	-16%[7.66 µM]	0%	-7%	6	.
O=S(=O)(Nc1ncccn1)c1ccc(NC(=S)NCc2ccco2)cc1	-2%	-6%	-4%	-3%	0.1%	0%	-6%	2%	2%	-2	1%
Cc1ccccc1OCC(=O)N/N=C/c1ccncc1	0%	-2%	-14%	0%	-0.4%	2%	18%	0%	0%	0	-3%
CN(C(=S)NC(=O)Cc1ccccc1)c1ccccc1	1%	0%	14%	0%	0.4%	-2%	-5%	3%	-4%	-6	.
O=C(COc1ccccc1C(=O)c1cnn(-c2ccccc2)c1)Nc1ccc2ccccc2c1	4%	-5%	59%	0%	-0.2%	-13%	19%	?	14%	0	-3%
CCOC(=O)[C@H]1[C@H]2COc3ccccc3[C@@H]2N2C(=O)c3ccccc3NC(=O)[C@@]12C	-10%	1%	0%	-1%	0.0%	-1%	-6%	-9%	1%	?	2%
O=[N+]([O-])c1cccnc1Sc1ccc(F)cc1	.	1%	0%	.	.	-1%	-3%	.	.	.	0%
Cc1cccc(NC(=S)NC2CC3CCC(C2)N3Cc2ccco2)c1C (stereo not drawn)	2%	2%	7%	3%	-1.7%	0%	-35%	-1%	0%	-1	-3%
O=C(NC1CCCCC1)C(c1cccnc1)N(C(=O)CCl)c1ccc(F)cc1 (stereo not drawn)	1%	-4%	-96%[inhibitor]	2%	-1.2%	.	-54%[inhibitor]	-17%	-13%	-1	-13%
COc1ccccc1NC(=O)CSc1nc2ncccc2[nH]1	-6%	-18%	-2%	1%	-0.2%	2%	?	-9%	-5%	1	-2%
c1ccc2c(-c3ccc(OCCN4CCCCC4)cc3)c(-c3ccsc3)sc2c1	-9%	.	-14%	2%	0.1%	?	-41%	-2%	-3%	.	-17%
O=C(Nc1nc2ccsc2c(=O)s1)c1ccc(Cl)cc1	0%	3%	?	4%	0.2%	5%	?	1%	?	24	11%
Cc1cc(C)c(C#N)c(SCC(=O)Nc2ccccc2C(N)=O)n1	5%	-2%	9%	0%	-0.1%	13%	-8%	-4%	?	.	-15%
CC(C)=CC(=O)NCc1c(Cl)cccc1-n1cccc1	-1%	-6%	3%	0%	-0.9%	-2%	0%	2%	1%	-1	.
COc1ccccc1C(=O)OCC(=O)NC1CCCC1	-8%	0%	3%	0%	-0.8%	1%	-14%	7%	7%	3	3%
O=C1NC(=NCc2ccccc2)S/C1=C\c1ccccc1	-1%	-1%	-48%	-7%	-0.2%	1%	-55%[inhibitor]	13%	-3%	19	-6%
O=C(O)c1cccc(Cn2c(Cl)c(/C=N/NC(=O)c3ccccc3Cl)sc2=O)c1	?	0%	-14%	1%	0.0%	-2%	19%	-1%	0%	-7	6%
COc1ccc(COC(=O)c2ccc(S(=O)(=O)N3CCC(C)CC3)cc2)cc1	-5%	12%	0%	4%	0.3%	3%	-11%	-5%	-7%	0	1%

Arranged by the number under TRPV1 agonist (lowest first): some entries from above
Molecule | TRPV1 agonist
Cc1onc(-c2c(Cl)cccc2Cl)c1C(=O)N/N=C(\N)COc1ccc(Cl)cc1 | -2
O=C(COc1ccccc1C(=O)c1cnn(-c2ccccc2)c1)Nc1ccc2ccccc2c1 | 0
O=C(Nc1nc2ccsc2c(=O)s1)c1ccc(Cl)cc1 | 24
